High-throughput results from PubChem.
BAZ2B block = qHTS Assay for Inhibitors of BAZ2B | AlphaScreen BAZ2B-H3K14Ac peptide displacement | Potency, µM (series often up to 114 µM), for the others: at the highest dose activity change, negative = inhibition, hits mostly inhibitors | actives 4.4% (n = 360,000) | Bromodomain adjacent to zinc finger domain protein 2B (Homo sapiens), Q9UIF8; also: % is scaled to controls: 0 for no effect and ±100 for the full control effect; nearly all actives have a fitted effect of over 60% in size
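Protein-peptide AlphaScreen: BAZ2B 50 nM, b-H3K14Ac 50 nM, 1x PBS pH 7.4 + 0.01% Tween-20. Preincubation 30 min RT; cpd 30 min RT (top 110 uM); beads 20 min RT, light-protected.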
APEX1 inh = qHTS Assay for Inhibitors of the Human Apurinic/apyrimidinic Endonuclease 1 (APE1). DNA repair nuclease/redox regulator APEX1 (Homo sapiens), P27695. recombinant APE1, TAMRA/BHQ-2 abasic DNA cleavage fluorescence. Potency, µM (highest dose often 65.8 µM), inactives show top-dose activity change, negative = inhibition, hits mostly inhibitors. actives 0.35% (n = 350,000). AID 2517, 2012;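 also: plate controls were vehicle for no effect and reference inhibitor for full effect; nearly all actives have a fitted effect of over 55% in size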
Target sequence (P27695 whole entry, looked up): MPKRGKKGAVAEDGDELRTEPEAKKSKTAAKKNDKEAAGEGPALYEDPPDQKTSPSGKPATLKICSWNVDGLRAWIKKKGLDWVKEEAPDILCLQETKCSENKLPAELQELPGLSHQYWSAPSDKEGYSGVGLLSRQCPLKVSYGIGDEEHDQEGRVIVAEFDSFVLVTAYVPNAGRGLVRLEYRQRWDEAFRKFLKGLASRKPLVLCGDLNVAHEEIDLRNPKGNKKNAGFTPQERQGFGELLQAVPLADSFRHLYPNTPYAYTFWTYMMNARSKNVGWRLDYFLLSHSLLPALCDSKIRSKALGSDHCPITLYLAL
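Readout is kinetic fluorescence (ex 525, em 598 nm) from cleavage of 50 nM TAMRA/BHQ-2 THF abasic duplex by 0.75 nM APE1, compound added 15 min beforehand at RT.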
G9a block = qHTS Assay for Inhibitors of Histone Lysine Methyltransferase G9a; Histone-lysine N-methyltransferase EHMT2 (Homo sapiens), Q96KQ7; G9a H3K9 monomethylation, AlphaScreen, 2 h; Potency, µM (highest dose often 102 µM), without a hit: at the top dose activity, negative = inhibition, most hits filed as inhibitors; actives 8.8% (n = 350,000); AID 504332, 2011; also: % is scaled to controls: 0 for no effect and ±100 for the full control effect; nearly all actives have a fitted effect of over 75% in size
Target sequence (Q96KQ7 913-1193 limits assumed): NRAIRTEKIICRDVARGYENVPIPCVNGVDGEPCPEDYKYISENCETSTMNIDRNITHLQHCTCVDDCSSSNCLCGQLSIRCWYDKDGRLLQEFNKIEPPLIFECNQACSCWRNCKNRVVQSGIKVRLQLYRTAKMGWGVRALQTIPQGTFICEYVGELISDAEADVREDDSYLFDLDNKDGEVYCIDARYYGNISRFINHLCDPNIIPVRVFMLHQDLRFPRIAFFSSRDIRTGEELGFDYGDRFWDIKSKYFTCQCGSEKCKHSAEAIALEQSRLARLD
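Enzyme 20 nM + cpd, 15 min RT; add b-H3K9 pep 500 nM / SAM 20 uM; 2 h RT; anti-H3K9me1 Ab 0.5 ug/mL + SA donor / anti-rabbit acceptor beads 20 ug/mL each, 10 min; AlphaScreen read.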
Pol beta inh = qHTS Assay for Inhibitors of DNA Polymerase Beta; P06746; Pol beta primer extension/strand displacement, fluorescence kinetic; Potency, µM (series often up to 114 µM), without a hit: at the top dose activity change, negative = inhibition, most hits filed as inhibitors; actives 1.3% (n = 340,000); AID 485314, 2010; also: % is scaled to controls: 0 for no effect and ±100 for the full control effect
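Preincubation: enzyme (10 nM) with compound, 15 min, RT. Reaction: substrate added to 50 nM final. Reads: 0 and 10 min. Analysis: normalized, Hill fit.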
BLM helicase inh = qHTS Assay for Inhibitors of Bloom's syndrome helicase (BLM). RecQ-like DNA helicase BLM (Homo sapiens), P54132. actives 0.2% (n = 350,000). recombinant BLM DNA unwinding, fluorescence dequenching. Potency, µM (titrated, usually from 56.1 µM), inactives show at the highest dose activity change, negative = inhibition, most hits filed as inhibitors;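 also: plate controls were vehicle for no effect and no enzyme for full effect; nearly all actives have a fitted effect of over 35% in size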
Pol kappa inh = qHTS for Inhibitors of Polymerase Kappa. DNA polymerase kappa (Homo sapiens), Q9UBT6. purified Pol kappa, fluorescent DNA synthesis assay, 10 min. actives 0.53% (n = 400,000). Potency, µM (doses to about 107 µM), without a hit: at the top dose activity, negative = inhibition, usual class: inhibitors; also: % is scaled to controls: 0 for no effect and ±100 for the full control effect
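10 nM Pol kappa was preincubated with compounds for 15 min at room temperature. Reaction started with 50 nM (final) substrate. Fluorescence read kinetically at 0 and 10 min.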
POLH inh = qHTS for Inhibitors of Polymerase Eta | DNA polymerase eta (Homo sapiens), Q9Y253 | recombinant Pol eta, fluorescent DNA replication assay | Potency, µM (titrated, usually from 114 µM), for the others: at the highest dose activity change, negative = inhibition, actives largely listed as inhibitors | actives 1.2% (n = 390,000) | AID 588591, 2011; also: % is scaled to controls: 0 for no effect and ±100 for the full control effect
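Fluorescent replication assay: 50 nM final substrate added after a 15 min room-temperature compound preincubation with 10 nM enzyme. Signal taken at 0 min and again at 10 min.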
Anesthetic bind = qHTS Assay for Identification of Novel General Anesthetics. Ferritin light chain (Equus caballus), P02791. apoferritin/1-aminoanthracene competitive binding, fluorescence. Potency, µM (top dose mostly 77.5 µM), inactives show top-dose activity change, negative = displacement, usual class: inhibitors. actives 0.074% (n = 350,000). AID 485281, 2010; also: % is scaled to controls: 0 for no effect and ±100 for the full control effect; nearly all actives have a fitted effect of over 20% in size
Target sequence (P02791 2-175 limits assumed): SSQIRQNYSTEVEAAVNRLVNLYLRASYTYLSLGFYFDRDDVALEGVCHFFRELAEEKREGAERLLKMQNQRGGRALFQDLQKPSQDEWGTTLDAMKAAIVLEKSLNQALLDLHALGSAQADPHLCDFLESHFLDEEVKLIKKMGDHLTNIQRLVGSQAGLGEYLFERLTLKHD
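10 uM apoferritin + 50% sat. 1-AMA, PBS; cpd 10 min RT; Ex380/Em535 endpoint; normalized to free probe vs complex; 4-param Hill fit; propofol titration as pos. ctrl.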
Pol iota inh = qHTS for Inhibitors of Polymerase Iota; Pol iota fluorescent replication assay, 10 min; AID 588590, 2011; actives 1% (n = 390,000); Potency, µM (series often up to 115 µM), for inactives: at the highest dose activity, negative = inhibition, most hits filed as inhibitors
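Fluorescent replication assay read twice, at 0 min and 10 min after adding 50 nM (final) substrate. Enzyme (10 nM) and compounds were first incubated 15 min at room temperature; enzyme-free buffer wells were negative controls.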
* marks the source's active call; other numbers are inactive results; ? = inconclusive; nt = not tested or not shown; & = joins results of further samples; [ ] = another dose, or the depositor's remark. Calls follow the shape of the dose curve; as a rule, active = well fitted curve in the direction sought with a large enough effect; inconclusive = small, poorly fitted or top-dose-only effect, or another doubt; inactive = no such curve, though single readings can be large; an effect the other way counts as inactive or inconclusive. Potency is read from the fitted curve at half-maximal effect. Not all compounds are listed. The share of hits here may be higher or lower than overall.

Results follow in this order: BAZ2B block	APEX1 inh	G9a block	Pol beta inh	BLM helicase inh	Pol kappa inh	POLH inh	Anesthetic bind	Pol iota inh
Cc1cc(F)ccc1S(=O)(=O)N1CCC2(CC1)OCCN2S(=O)(=O)c1cccs1
→ 11.4%	14.3%	-5.5%	nt	nt	-5.6%	-18.1%	nt	-18.2%
COc1ccc(-c2cc(C(=O)Nc3cc(OC)c(OC)c(OC)c3)no2)cc1OC
→ 8.2%	-3.4%	47.0%[12.7 µM]	15.0%	-2.2%	-6.8%	2.5%	-8.5%	-13.0%
CCOC(=O)c1cnn(-c2ccc(C)cc2)c1N
→ 6.5%	2.4%	-8.5%	4.0%	-0.3%	-12.6%	-11.9%	-4.2%	31.3%[activator]
CCN1CCCC1CNC(=O)CSCc1nc(-c2ccccc2C)oc1C (centres undefined)
→ -34.6%	2.8%	103.1%[activator][59 µM]	31.7%	-10.4%	-13.8%	-8.5%	-11.6%	2.6%
Cc1cccc(CN2CCC(CNC(=O)C3CCCN(S(=O)(=O)c4cnc[nH]4)C3)CC2)c1 (centres undefined)
→ 10.0%	2.3%	?	5.7%	0.9%	8.3%	-8.0%	-2.6%	26.0%
CCOc1cc2[nH]c(=S)n(CCOC)c(=O)c2cc1OCC
→ 0.3%	-0.5%	-4.2%[12.7 µM]	2.4%	-1.4%	-5.3%	-3.3%	9.3%	-2.2%
COc1ccc(CCNC(=O)CCCCn2c(=O)c3ccccc3n(Cc3ccccc3)c2=O)cc1OC
→ 0.1%	nt	?	-13.2%	-1.9%	2.5%	-23.4%	9.7%	15.9%
COc1cccc(C(=O)Nc2nc3ccccc3[nH]2)c1
→ ?	3.3%	10.4%	6.5%	-1.5%	3.7%	-12.6%	-13.6%	-8.4%
CCC(C)c1ccc(NC(=S)N2CCN(c3ccccn3)CC2)cc1 (centres undefined)
→ ?	-11.2%	nt	26.9%	-4.6%	-2.3%	-20.0%	-4.8%	21.2%
COC(=O)Cn1c(=NC(=O)c2sc3ccccc3c2Cl)sc2cc(S(N)(=O)=O)ccc21
→ -25.2%	6.0%	-8.9%[59 µM]	-15.0%	-7.5%	-11.2%	?	-9.7%	45.0%[activator]
CC(=O)c1c(O)ccc2c(-c3ccccc3)cc(=O)oc12
→ 8.3%	-0.4%	8.8%[59 µM]	-16.8%	6.7%	-1.0%	-2.7%	183.2%[activator]	16.5%
Cc1ccc(NC(=O)CCC(=O)NNC(=O)c2ccccc2[N+](=O)[O-])c(C)c1
→ -7.9%	6.6%	50.1µM*	22.5%	1.5%	-16.2%	5.2%	-14.7%	20.5%
O=C(O)/C=C/C(=O)NCCC1=CCCCC1
→ 7.6%	18.8%	-2.0%	36.3%	-8.9%	1.9%	-12.3%	-3.0%	3.8%
COC(CNC(=O)c1ccc2c(c1)nc(C)n2-c1cccc(F)c1)OC
→ 10.5%	4.7%	17.2%	33.5%	4.1%	10.0%	6.6%	-5.7%	17.7%
CCc1nn(CC(=O)NCCCN(C)C2CCCCC2)c(=O)c2cc3occc3n12
→ 0.3%	-5.3%	6.7%	21.9%	2.9%	5.4%	15.8%	-6.5%	9.2%
O=C(CNC(=O)c1ccco1)N/N=C/c1cccs1
→ -6.5%	-0.3%	-32.9%	?	-10.2%	-0.6%	?	-8.6%	?
O=C(Nc1ccc(Br)cc1)c1cccc(OC(=S)N2CCOCC2)c1
→ -0.9%	13.0%	15.5%	-0.7%	-17.5%	3.3%	0.7%	7.1%	64.4%[activator]
O=C(O)CN1C(=O)/C(=C\c2cc(Br)ccc2OCc2ccc(Cl)cc2)SC1=S
→ 50.1µM*	-7.6%	14.1µM*	?	-23.4%	-2.8%	22.4µM*	4.6%	-5.7%
CCCOc1ccc(-c2nc3c(c(=O)[nH]c(=O)n3Cc3ccccc3)n2CCO)cc1OCC
→ 5.9%	23.4%	-14.1%	-0.7%	0.1%	-6.4%	-12.8%	-2.4%	-0.6%
CCNC(=O)c1cnn(-c2ccccc2)c1-c1ccccc1
→ -0.6%	36.3%	-1.3%	-1.6%	-0.8%	-0.6%	-20.4%	-7.1%	0.6%
O=C1COc2ccc(C(=O)c3ccccc3C(=O)O)cc2N1
→ 1.2%	-6.2%	?	2.1%	3.6%	-1.7%	-6.0%	-0.3%	-5.5%
COc1ccc(NC(=S)NC(=NS(=O)(=O)c2ccc(Cl)cc2)c2ccccc2)cc1
→ nt	12.8%	nt	nt	nt	-3.9%	-18.6%	nt	-4.4%
COc1ccc(/C=C/C(=O)c2ccc3ccccc3c2O)cc1CN1CCOCC1
→ 14.1µM*	-4.6%	6.31µM*	4.4%	-3.5%	-9.8%	-17.4%	-3.9%	119.7%[activator]
Nc1ccc(CNc2ncn[nH]2)cc1
→ 1.9%	13.7%	-10.8%[59 µM]	64.9%	-3.7%	0.7%	-29.6%	1.8%	37.1%[activator]
COc1ccc(-c2noc(CCC(=O)NC3CCCCC3)n2)cc1OC
→ 4.1%	-2.1%	-28.8%[12.7 µM]	-15.5%	-1.8%	-9.1%	2.9%	-11.8%	17.5%
COc1ccccc1NC(=O)CSc1ncn(-c2ccccc2)n1
→ -3.1%	-7.6%	-4.9%[12.7 µM]	-2.0%	3.9%	-2.6%	-4.3%	-20.6%	1.0%
CC(=O)N1c2ccc(S(=O)(=O)N3CCC(C(=O)N4CCN(c5ccc(Cl)cc5)CC4)CC3)cc2CC1C (centres undefined)
→ -22.8%	42.1%	23.3%	-24.9%	-2.2%	-3.9%	-0.3%	-3.6%	21.5%
Cc1cc(N/N=C/c2ccc(O)cc2O)nc(N2CCOCC2)n1
→ -21.8%	-4.6%	?	?	-7.9%	-7.0%	?	-5.8%	6.0%
CC(=O)c1ccc(NC(=O)Nc2ccc(Cl)cc2)cc1
→ 19.7%	-3.2%	-10.0%[59 µM]	7.4%	-3.0%	-9.6%[60.1 µM]	9.9%	-3.1%	-12.5%
CC(=O)N1CCCc2cc(S(=O)(=O)N3CCCC(C(=O)NCc4ccc(C)cc4)C3)ccc21 (centres undefined)
→ -15.4%[57.1 µM]	6.6%	-3.0%	-2.9%&4.0%	-4.5%&0.2%	6.7%	-10.9%&5.7%	?	-6.1%&-12.7%

Structural class: those above with a thiophene ring, fused or not (3)
Results follow in this order: BAZ2B block	APEX1 inh	G9a block	Pol beta inh	BLM helicase inh	Pol kappa inh	POLH inh	Anesthetic bind	Pol iota inh
Cc1cc(F)ccc1S(=O)(=O)N1CCC2(CC1)OCCN2S(=O)(=O)c1cccs1
→ 11.4%	14.3%	-5.5%	nt	nt	-5.6%	-18.1%	nt	-18.2%
COC(=O)Cn1c(=NC(=O)c2sc3ccccc3c2Cl)sc2cc(S(N)(=O)=O)ccc21
→ -25.2%	6.0%	-8.9%[59 µM]	-15.0%	-7.5%	-11.2%	?	-9.7%	45.0%[activator]
O=C(CNC(=O)c1ccco1)N/N=C/c1cccs1
→ -6.5%	-0.3%	-32.9%	?	-10.2%	-0.6%	?	-8.6%	?

(cont.)
Results follow in this order: BAZ2B block	APEX1 inh	G9a block	Pol beta inh	BLM helicase inh	Pol kappa inh	POLH inh	Anesthetic bind	Pol iota inh
O=C(Nc1ccc(Cl)c(Cl)c1)C1=Cc2ccccc2OC1
→ ?	-3.3%	31.3%	0.3%	-7.2%	-16.4%	-17.0%	-7.5%	3.9%
CCOC(=O)C1CCCN(C(=O)Cn2ncc3c(C)n(Cc4ccc(Cl)cc4)c(C)c3c2=O)C1 (centres undefined)
→ -1.3%	nt	3.3%[59 µM]	6.6%	-0.1%	-17.0%	2.3%	-6.3%	4.1%
O=C(O)CC(NC(=O)C(c1ccccc1)c1ccccc1)c1ccc(F)cc1 (centres undefined)
→ 4.0%	4.3%	-22.3%	-0.4%	-1.7%	6.6%	-15.5%	-4.3%	30.0%
COc1ccc(S(=O)(=O)N2CCCCC2)cc1NS(=O)(=O)c1ccc(CNC(C)=O)cc1
→ nt	8.4%	nt	nt	nt	-9.2%	-5.4%	nt	10.4%
COc1ccc(OCC(=O)c2c(O)c3ccccc3oc2=O)cc1
→ ?	-1.8%	3.16µM*	?	1.4%	-11.4%	-0.9%	-9.6%	?
Cc1cccc(-n2nc3c(c2NC(=O)c2ccco2)CS(=O)(=O)C3)c1C
→ -29.1%	5.0%	?	-25.5%	-1.1%	2.4%	-18.5%	-12.2%	74.4%[activator]
CCOC(=O)C1CCN(C(=O)CSC2=NCCS2)CC1
→ -3.3%	0.8%	-9.0%[59 µM]	7.1%	1.0%	-16.1%	-18.0%	-8.6%	10.0%
CCCCc1ccc(NC(=O)CN2C(=O)NC(Cc3ccccc3)C2=O)cc1 (centres undefined)
→ 11.7%	-7.0%	4.0%	nt	nt	-3.4%	-6.1%	nt	50.7%[activator]
CC(=O)c1ccc(NC(=O)CCc2ccc(C)o2)cc1
→ -34.4%	15.7%	1.7%	-1.1%	-3.0%	-13.2%	1.8%	1.2%	2.4%
CN(C)CCCN1C(=O)C(O)=C(C(=O)c2cccs2)C1c1cccc([N+](=O)[O-])c1 (centres undefined)
→ -38.6%	-1.9%	15.9%[59 µM]	28.4%	1.1%	nt	nt	-13.5%	nt
Cc1cc(C)cc(NC(=O)COCc2cc(-c3ccc4c(c3)OCO4)on2)c1
→ 8.3%	nt	5.6%[59 µM]	?	-8.3%	-12.2%	-28.7%	5.0%	1.3%
